Screens from PubChem.
Apaf-1 inh – inhibitors of human Apaf-1 apoptosome, primary screen, biochemical, DEVD-Rh110 fluorescence, uHTS; Apoptotic protease-activating factor 1 (Homo sapiens), O14727; reconstituted apoptosome caspase-3 activity; inhibition, % at 20 µM; hit rate 0.71% among 330,000; AID 489030, 2010; active = inhibition of at least 40% at 20 µM;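 also: plate controls were DMSO wells for no effect and DEVD-CHO caspase inhibitor wells for full effect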
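System – cell-free apoptosome with Apaf-1, procaspase-3 and caspase-9 · Buffer or medium – pH 7.5 Hepes buffer with CHAPS, BSA, DTT · Also added – cytochrome c with DEVD-Rh110 · Times – 30 min compound preincubation, 50 min activation, room temperature · Technique – Rh110 fluorescence intensity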
HKDC1 inhibitor – HKDC1 hexokinase inhibitors, primary screen, biochemical, fluorescence, uHTS; hit rate 0.16% among 340,000; inhibition, % at 20 µM; Q2TB90; AID 493160, 2011; recombinant HKDC1, G6PDH/diaphorase resazurin coupled fluorescence;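 active = inhibition above about 35% when tested at 20 µM, limit read from the data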;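 also: plate controls were DMSO wells with enzyme for no effect and DMSO wells lacking enzyme for full effect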
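Incubation: 90 min at room temperature in dark / Material: recombinant HKDC1 (HK5) hexokinase enzyme, produced in-house / Quantity: enzyme 5 µg/mL final / Compound: one dose of 20 µM, 1% DMSO / Reagent: glucose and ATP substrates / Buffer or medium: Tris pH 8.0 buffer with MgCl2, Tween-20, BSA, BME / Technique: resorufin fluorescence at 613 nm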
SENP1 FRET inh – human SENP1 catalytic domain inhibitors, primary screen, biochemical, FRET, uHTS. inhibition, % at 10 µM. Sentrin-specific protease 1 (Homo sapiens), Q9P0U3. hit rate 0.21% among 360,000. recombinant SENP1 catalytic domain, CyPet-SUMO1-YPet FRET cleavage;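 active = inhibition at least 30% at 10 µM, raw YFP signal under a set limit, fluorescence ratio 0.5 to 1.5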;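 also: 0% = enzyme with DMSO and 100% = no enzyme wells; some results filed as inactive read as strong as hits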
Target sequence (Q9P0U3 419-644 limits assumed): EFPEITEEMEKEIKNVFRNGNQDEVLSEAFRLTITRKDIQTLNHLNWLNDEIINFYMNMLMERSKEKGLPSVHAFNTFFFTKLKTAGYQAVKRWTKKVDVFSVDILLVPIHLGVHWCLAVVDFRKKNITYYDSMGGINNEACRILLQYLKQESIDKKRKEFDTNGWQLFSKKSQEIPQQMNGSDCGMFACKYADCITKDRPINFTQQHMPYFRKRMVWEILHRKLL
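system = hSENP1 catalytic domain, recombinant | reagent = SFCypet-SUMO1-SFYpet substrate at 25 nM | doses = one dose per compound, 10 µM, 0.5% DMSO | incubation = enzyme reaction for 50 min at room temperature, dark | measured by = FRET, CFP and YFP emission | controls = no-enzyme low, enzyme-DMSO high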
PfGluPho inh – PfG6PD enzyme inhibitors, primary screen, biochemical, fluorescence intensity, uHTS | glucose-6-phosphate dehydrogenase-6-phosphogluconolactonase (Plasmodium falciparum 3D7) | PfGluPho enzyme, NADPH resazurin-diaphorase fluorescence | inhibition, % at 20 µM | hit rate 0.78% among 350,000 | AID 504690, 2011;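 active = inhibition reaching at least a set limit at 20 µM in the primary screen, cut at about 59% in these data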;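 also: 0% = DMSO wells with substrate and 100% = DMSO wells lacking glucose-6-phosphate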
NALP3 yeast inh – NALP3 inflammasome inhibitors in reconstituted yeast, primary screen, luminescence, uHTS | Yeast reconstituted NLRP3/ASC/caspase-1, beta-gal luminescence, 24 h | AID 2825, 2010 | inhibition, % at 10 µM | hit rate 0.39% among 330,000;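 active = inhibition of 50% or more; inactive = inhibition below 50%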;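 also: plate controls were induced DMSO wells for no effect and uninduced yeast grown without galactose for full effect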
SENP8 block-1 – SENP8 protease inhibitors, primary screen, biochemical, luminescence. Sentrin-specific protease 8 (Homo sapiens), Q96LD8. purified SENP8, Z-RLRGG-aminoluciferin cleavage. inhibition, % at 10 µM. hit rate 1.2% among 330,000. AID 2540, 2010; in the data active = inhibition above about 50%
SENP6 block – SENP6 protease inhibitors, primary screen, biochemical, luminescence, uHTS; Recombinant SENP6 catalytic domain, aminoluciferin luminescence; Sentrin-specific protease 6 (Homo sapiens), Q9GZR1; AID 2599, 2010; hit rate 1.8% among 330,000; inhibition, % at 10 µM;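 active = inhibition above about 50% at the single tested dose, limit read from the data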;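 also: plate controls were DMSO wells with enzyme for no effect and DMSO wells lacking enzyme for full effect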
Target sequence (Q9GZR1 628-1112 limits assumed): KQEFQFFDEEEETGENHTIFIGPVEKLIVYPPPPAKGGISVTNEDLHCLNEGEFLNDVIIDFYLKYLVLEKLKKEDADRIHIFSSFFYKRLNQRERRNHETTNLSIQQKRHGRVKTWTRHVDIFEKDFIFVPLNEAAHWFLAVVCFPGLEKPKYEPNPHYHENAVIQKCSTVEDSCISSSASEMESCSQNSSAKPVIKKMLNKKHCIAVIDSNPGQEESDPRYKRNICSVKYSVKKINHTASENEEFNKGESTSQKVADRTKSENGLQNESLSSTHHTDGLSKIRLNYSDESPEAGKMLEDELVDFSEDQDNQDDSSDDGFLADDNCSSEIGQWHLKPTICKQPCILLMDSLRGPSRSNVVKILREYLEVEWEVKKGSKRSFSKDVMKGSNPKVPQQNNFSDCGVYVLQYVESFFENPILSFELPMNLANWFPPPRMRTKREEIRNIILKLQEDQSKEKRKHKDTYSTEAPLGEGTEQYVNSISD
SENP7 block – SENP7 protease inhibitors, primary screen, biochemical, luminescence, uHTS; Sentrin-specific protease 7 (Homo sapiens), Q9BQF6; recombinant SENP7, Z-RLRGG-aminoluciferin luminescence, 40 min; inhibition, % at 5 µM; hit rate 1.5% among 330,000;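 active = inhibition above about 50% at the single test dose, limit read from the data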;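 also: plate controls were DMSO with enzyme for no effect and no enzyme buffer wells for full effect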
Target sequence (Q9BQF6 706-1050 limits assumed): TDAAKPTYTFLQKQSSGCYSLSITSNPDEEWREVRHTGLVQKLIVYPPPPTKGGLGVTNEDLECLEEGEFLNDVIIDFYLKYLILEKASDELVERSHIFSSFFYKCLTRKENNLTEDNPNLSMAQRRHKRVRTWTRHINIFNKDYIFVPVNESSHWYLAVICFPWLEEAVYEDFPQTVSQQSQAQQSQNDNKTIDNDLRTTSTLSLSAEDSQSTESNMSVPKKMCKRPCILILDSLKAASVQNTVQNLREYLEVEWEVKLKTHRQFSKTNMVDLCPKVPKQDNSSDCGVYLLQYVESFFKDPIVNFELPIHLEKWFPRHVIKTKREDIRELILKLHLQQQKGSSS
SENP8 block-2 – human SENP8 protease inhibitors, primary screen, biochemical, fluorescence, Nedd8 protein substrate, uHTS; recombinant SENP8; inhibition, % at 20 µM; hit rate 0.64% among 360,000; Sentrin-specific protease 8 (Homo sapiens), Q96LD8; AID 602440, 2012; in the data active = inhibition mostly above about 40%, no sharp cut-off; inactive = mostly below about 27%
* marks the source's active call; other numbers are inactive results; . = no result given.

SMILES	Apaf-1 inh	HKDC1 inhibitor	SENP1 FRET inh	PfGluPho inh	NALP3 yeast inh	SENP8 block-1	SENP6 block	SENP7 block	SENP8 block-2
CC1CC(=O)Nc2ccccc2N1C(=O)Cn1cnc2ccc(Br)cc2c1=O (stereo not given)	0.9	-0.7	-1.3	-9.6	15.7	0.2	3.6	-0.5	8.0
Cc1cc(NC(=O)c2cccc(S(=O)(=O)N3CC(c4ccccc4)CC3=O)c2)no1 (stereo not given)	-2.3	-5.5	1.6	5.1	9.0	-11.3	-16.8	6.2	1.8
CC(OC(=O)Cn1[nH]c(=O)c2ccccc2c1=O)C(=O)Nc1ccc(F)cc1 (stereo not given)	-5.8	-0.8	-0.5	3.8	7.3	7.4	4.6	-4.7	-1.5
CC(C)NC(=O)c1onc(CSc2ccc(F)c(F)c2)c1C(=O)NC(C)C	11.6	3.4	4.2	38.6	30.6	-3.6	-7.3	-1.0	19.3
CC1CCN(S(=O)(=O)c2ccc3[nH]c(=O)ccc3c2)CC1	8.0	-5.3	3.0	-14.1	18.1	-8.2	-7.4	15.5	0.0
CC(=O)N/C(=C/c1ccc2c(c1)OCO2)C(=O)NC(Cc1ccccc1)C(=O)O (stereo not given)	-9.5	6.7	-4.7	1.0	8.8	3.0	0.1	3.8	-16.5
CCn1c(NCc2ccc(N(C)C)cc2)nc2ccccc21	11.7	0.7	-3.9	5.7	20.9	-6.2	-5.8	0.3	34.0
COc1cccc(-n2c(=O)n(Cc3ccccc3)c(=O)c3[nH]cnc32)c1	-2.5	-3.9	1.0	-13.9	21.8	2.1	-24.7	-3.9	3.4
CCOC(=O)c1ccc(NC(=S)NCCc2ccccc2F)cc1	7.3	0.2	-0.9	15.6	29.2	-3.6	-5.7	13.2	15.9
CC(C)[C@H](NC(=O)C1CC(=O)N(c2ccc3c(c2)OCCO3)C1)C(=O)NC1CCCC1 (stereo not given in full)	-11.9	2.0	1.5	-2.7	-10.1	7.4	-1.1	2.4	15.1
COc1ccc(Cl)cc1NC(=O)CN(C)CC(=O)N(CC(C)C)c1c(N)n(CC(C)C)c(=O)[nH]c1=O	-1.9	-5.2	-4.5	1.6	4.6	2.8	-1.9	0.4	5.5
CCCC1=[N+](CC)CCn2c(C)ccc21	-24.6	-8.0	0.6	-0.3	-8.8	5.8	-1.4	-3.4	-11.5
COc1ccc2cc(C[C@@H]3CC[C@@H](CNC(N)=O)O3)ccc2c1	9.9	5.1	-0.1	10.4	.	.	.	0.2	-3.2
CCCn1c(=O)c(C(=O)NNS(=O)(=O)c2ccc(C)cc2)c(O)c2ccccc21	18.4	-2.7	1.2	-3.3	14.4	-0.4	2.5	4.0	-40.2
O=C(c1ccco1)N1CCN(Cc2ccc(Cl)cc2)CC1	-3.4	4.6	0.7	-11.4	32.2	-11.1	-22.5	8.4	35.7
O=C(NCCC1=CCCCC1)c1cnccn1	11.0	-2.8	-10.1	2.4	19.8	-17.3	-13.8	-5.5	-7.5
Cc1ccc(NC2CCCN(C(=O)c3ccc(-n4ccnc4)cc3)C2)cc1C (stereo not given)	6.9	-5.2	-0.2	5.4	-3.1	2.9	1.8	-1.5	7.7
O=C1CC(=O)N2N=C(c3ccc([N+](=O)[O-])cc3)SC2=N1	-1.1	-3.1	0.9	-5.2	4.1	-1.9	-2.8	5.7	25.0
CC(/C=N/NC(=S)Nc1cccc(S(=O)(=O)N(C)C)c1)c1ccccc1 (stereo not given)	3.5	3.8	1.8	35.4	6.6	-4.4	-8.1	3.7	5.1
O=[N+]([O-])c1ccc(O)c(-c2cc(C(F)(F)F)nc(-c3ccccc3)n2)c1	6.3	-4.9	-76.4	-15.5	24.8	2.6	-18.1	-2.6	21.3
COC(=O)c1sc(N)c(C(=O)OC)c1CSc1nnc(-c2ccccc2Cl)n1C	-2.8	-5.2	-1.9	9.6	8.6	2.6	-3.0	5.7	17.9
O=c1c2ccccc2ncn1CCCSc1ccc(Cl)cc1	0.7	7.1	2.9	1.6	26.0	-5.0	-0.2	1.3	13.6
O=C(CNS(=O)(=O)c1ccc(C(=O)N2CCCCC2)cc1)N1CCCCC1	-0.6	-1.2	1.1	-9.6	9.8	2.9	-3.6	4.6	7.0
O=C(c1ccco1)N(CC1CCCO1)c1nc(-c2ccccc2)cs1 (stereo not given)	5.7	-8.3	-0.3	25.3	10.4	-3.3	-1.7	-8.7	18.8
CCn1nnnc1SCC(=O)c1cccc(OC)c1	9.2	2.5	-14.6	21.7	4.8	-7.4	1.6	-3.7	8.4

Reformatted: 2 of the compounds above.
Below each compound: Apaf-1 inh	HKDC1 inhibitor	SENP1 FRET inh	PfGluPho inh	NALP3 yeast inh	SENP8 block-1	SENP6 block	SENP7 block	SENP8 block-2
O=C(NCCC1=CCCCC1)c1cnccn1
 : 11.0	-2.8	-10.1	2.4	19.8	-17.3	-13.8	-5.5	-7.5
Cc1ccc(NC2CCCN(C(=O)c3ccc(-n4ccnc4)cc3)C2)cc1C (stereo not given)
 : 6.9	-5.2	-0.2	5.4	-3.1	2.9	1.8	-1.5	7.7

More compounds
SMILES	Apaf-1 inh	HKDC1 inhibitor	SENP1 FRET inh	PfGluPho inh	NALP3 yeast inh	SENP8 block-1	SENP6 block	SENP7 block	SENP8 block-2
Cc1noc(C)c1COc1ccc(C(=O)N2CCC(C)CC2)cc1	0.4	0.2	0.4	-9.8	20.2	-1.7	3.1	2.7	2.4
Cc1cc(C)c(S(=O)(=O)N2CCCOC2CNC(=O)C(=O)NCCC2=CCCCC2)c(C)c1 (stereo not given)	28.1	-4.7	1.4	-8.2	17.1	3.4	20.3	4.5	8.1
CC(=O)c1sc(NC(=O)c2oc3ccc(F)cc3c2C)nc1C	-16.7	-0.4	-11.5	10.1	21.0	56.6*	45.1	80.5*	-468.6
O=C(NCCO)c1ccc(CSc2nc3ccccc3[nH]2)cc1	5.6	-9.2	0.2	12.6	10.2	-2.6	-9.1	5.2	3.2
CCc1ccc(NC(=S)Nn2cnnc2)cc1	7.5	-1.6	0.6	51.5	-10.6	2.6	-19.4	-3.5	2.7
Cc1cccc(NC(=O)[C@@H]2CCCN2C2=NS(=O)(=O)c3ccccc32)c1C	-10.0	-1.0	-0.3	-1.6	0.8	12.3	-4.9	-5.3	3.7
CCOC(=O)N1CCN(C(=S)NC(=O)c2ccc(Br)cc2)CC1	-9.2	1.4	2.3	10.7	-3.6	3.6	6.1	2.4	22.6
Cn1nc(-c2ccc(C(=O)NCCO)cc2)c2ccccc2c1=O	2.1	-0.9	0.2	-1.2	5.9	1.6	8.2	-10.3	17.5
CCCC(C(=O)NC1=NCCS1)c1ccccc1 (stereo not given)	-0.7	0.5	-1.1	-12.9	-2.1	6.8	9.2	-0.8	20.3
CCn1c(SCC(=O)N2c3ccccc3Sc3ccccc32)nc2c1c(=O)n(C)c(=O)n2C	12.4	0.4	0.7	-9.0	2.9	-2.7	-1.4	9.7	6.5
COc1ccc(N(CC(=O)N2CCOCC2)S(C)(=O)=O)cc1Cl	-7.8	3.8	-0.4	-23.4	8.9	2.3	18.6	6.3	9.2
CC(C)C(=O)N1CCN(c2ccccc2NC(=O)c2cc([N+](=O)[O-])ccc2N2CCOCC2)CC1	4.4	0.9	-0.2	-0.1	-6.6	-3.1	-6.3	2.8	27.6
O=C(NCc1ccccc1)c1cccc(Br)n1	1.2	4.4	0.8	0.6	14.7	-13.7	-5.1	4.7	23.9
COc1ccc(C(=O)OCc2c(C)noc2C)cc1	1.8	-5.9	0.8	-17.9	23.2	0.7	-15.5	-7.2	2.9
CC(CCc1ccccc1)NC(=O)COC(=O)c1ccc(S(C)(=O)=O)c([N+](=O)[O-])c1 (stereo not given)	11.5	22.1	-1.0	7.8	5.8	-9.2	-7.9	-5.2	16.6
COc1ccc(Nc2nc(N)c([N+](=O)[O-])c(N3CCCC3)n2)cc1	11.5	-2.1	-0.3	11.9	26.0	-6.7	-41.4	1.4	23.8
C=CCn1c(COc2ccc(F)cc2)nnc1SCC(=O)NC1CC1	2.1	-5.3	-0.8	-0.9	2.8	-8.5	-0.6	-6.5	2.5
Cn1c(CCN2CCCCC2)nc2cc(NS(=O)(=O)c3ccccc3)ccc21	-1.1	-6.9	0.8	19.1	10.4	4.1	10.1	1.3	9.1
Cc1cc(=O)oc2cc(OCC(=O)OCC(=O)N3CCC(C)CC3)ccc12	-7.8	-7.8	-1.2	-12.3	23.8	1.7	-4.4	-3.7	-421.4
C=CCOC(=O)Nc1snnc1C	0.8	-2.9	1.1	-9.8	15.0	0.2	-23.4	0.7	6.1
O=C(Nc1ccc(F)cc1)N1CCN(c2ccc3nnc(-c4ccc(F)cc4)n3n2)CC1	20.9	4.6	2.3	33.9	23.1	-6.2	-6.5	8.1	-28.9
Cc1cc([N+](=O)[O-])c(-c2ccc(/C=N/n3cnnc3)o2)cc1Cl	2.7	16.9	-2.0	32.6	6.2	12.5	20.4	2.1	8.2
COc1ncccc1C(=O)NC1CCCc2c1cnn2-c1cc(C)cc(C)c1 (stereo not given)	6.7	-2.6	1.1	13.1	-71.8	-3.2	-4.7	11.7	6.1
COc1ccc(N2CCN(C(=O)NC34CC5CC(CC(C5)C3)C4)CC2)cc1	8.2	0.9	1.9	19.4	6.3	-0.1	-10.1	2.5	23.9
O=S(c1ccccc1O)S(=O)c1ccccc1O (stereo not given)	.	-2.2	-2.5	93.7*	.	.	.	.	-23.1
CCC(C)C(NC(=O)OC(C)(C)C)C(=O)NC(C(=O)N1CCCC1C(N)=O)C(C)CC (stereo not given)	-4.8	-4.0	2.1	-1.9	-29.5	4.7	1.3	1.9	24.6
CCC1=NN(C(=O)c2ccc(Cl)cc2)C(O)(c2ccc(C)cc2)C1 (stereo not given)	11.5	-2.5	-1.4	-20.1	34.1	0.8	9.0	11.1	7.9
COc1ccc(CCN2CCCn3c2nc2c3c(=O)n(CC(N)=O)c(=O)n2C)cc1OC	5.5	-2.6	0.8	2.2	-2.7	-6.8	-15.9	-4.3	10.7

Some entries already given, showing only Apaf-1 inh and HKDC1 inhibitor:
SMILES	Apaf-1 inh	HKDC1 inhibitor
CCc1ccc(NC(=S)Nn2cnnc2)cc1	7.5	-1.6
Cc1cccc(NC(=O)[C@@H]2CCCN2C2=NS(=O)(=O)c3ccccc32)c1C	-10.0	-1.0
CCOC(=O)N1CCN(C(=S)NC(=O)c2ccc(Br)cc2)CC1	-9.2	1.4
